Screening results as filed in PubChem.
APJ antag = blocks the human apelin receptor APJ; CHO-K1 APJ beta-arrestin complementation, luminescence; inhibition, % at 20 µM; 330,000 compounds, 0.32% hits;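 active = inhibition above about 40% at 20 µM, limit read from the data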;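 note: cells challenged with 10 nM apelin-13 agonist together with compound; plate controls were apelin-13 plus DMSO wells for no effect and DMSO wells lacking apelin-13 for full effect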
Target sequence (P35414 whole entry, looked up): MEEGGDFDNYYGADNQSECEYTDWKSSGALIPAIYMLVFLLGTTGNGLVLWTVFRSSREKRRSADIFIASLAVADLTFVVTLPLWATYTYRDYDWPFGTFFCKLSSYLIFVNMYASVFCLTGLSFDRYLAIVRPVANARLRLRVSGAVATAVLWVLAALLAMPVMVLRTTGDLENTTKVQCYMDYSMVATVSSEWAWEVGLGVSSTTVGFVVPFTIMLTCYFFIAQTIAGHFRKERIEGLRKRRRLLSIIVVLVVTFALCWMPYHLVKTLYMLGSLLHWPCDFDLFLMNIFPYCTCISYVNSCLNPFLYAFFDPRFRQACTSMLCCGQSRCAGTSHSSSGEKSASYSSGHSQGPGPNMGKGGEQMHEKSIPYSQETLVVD
TIM10 inh = TIM10 yeast growth inhibition | S. cerevisiae TIM10 strain growth, BacTiter-Glo luminescence, 24 h | inhibition, % at 10 µM | 330,000 compounds, 1.4% hits;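 active = inhibition of 40% or more at the single tested concentration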;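 note: wild-type TIM10 isogenic control strain grown at permissive 25 °C; 0% = DMSO yeast wells and 100% = minimal medium wells without yeast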
APJ ag = agonists of human APJ apelin receptor; CHO-K1 APJ PathHunter beta-arrestin, luminescence; 0% DMSO wells, 100% apelin; activation, % at 20 µM; 330,000 compounds, 0.11% hits; AID 2520;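 active = activation more than six SD over the plate average, tested at 20 µM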;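 note: 0% = DMSO alone and 100% = apelin-13 at 10 nM; some results filed as inactive read as strong as hits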
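Test system: CHO-K1 APJ beta-arrestin complementation cell line. Amount: cell density 1000 per well. Controls: DMSO negative, 10 nM Apelin-13 positive. Signal: luminescent beta-gal fragment complementation, chemiluminescent substrate. Read-out basis: agonist-driven arrestin binding to APJ. Timing: compound stimulation 90 min at 25 °C, detection 60 min.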
tim23-1 inh = inhibits growth of tim23-1 mutant yeast; AID 463212; inhibition, % at 20 µM; 330,000 compounds, 1.3% hits; S. cerevisiae tim23-1 growth, BacTiter-Glo luminescence, 24 h;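 active = growth inhibition of the mutant yeast at or above 50%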;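 note: temperature-sensitive mutant grown at 25 °C; plate controls were DMSO-treated mutant yeast for no effect and medium wells lacking yeast for full effect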
MPTP block = permeability transition pore inhibition; isolated mouse mitochondria, Ca2+ swelling absorbance, 30 min; inhibition, % at 10 µM; 360,000 compounds, 1.4% hits;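 active = inhibition of 50% or more, scaled per plate between neutral and stimulator controls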;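 note: 0% = DMSO wells given calcium and 100% = 1 mM EGTA wells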
tim10-1 inh = inhibits growth of tim10-1 mutant yeast | S. cerevisiae tim10-1 ts strain growth, BacTiter-Glo, 24 h | inhibition, % at 20 µM | 330,000 compounds, 2.2% hits;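 active = inhibition of at least 40%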;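 note: mutant grown at 25 °C; 0% = DMSO wells with yeast and 100% = wells holding no yeast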
NR3A LBD binder = modulates the human NR3A ligand-binding domain; Tm shift relative to glycine control, % at 25 µM; NR3A LBD differential scanning fluorimetry, Tm shift; 0% = protein alone, 100% = glycine-bound protein; 340,000 compounds, 2.5% hits;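 active = melting temperature shift of at least 10% of the positive control shift, at one fixed dose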
NALP3 yeast inh = inhibitors of NALP3 inflammasome in yeast; Yeast reconstituted NLRP3/ASC/caspase-1, beta-gal luminescence, 24 h; inhibition, % at 10 µM; 330,000 compounds, 0.39% hits;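 active = inhibition of 50% or more; inactive = inhibition below 50%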;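 note: plate controls were induced DMSO wells for no effect and uninduced yeast grown without galactose for full effect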
beta cell repl = induces beta-cell replication in MIN6 cells; MIN6 cells proliferation, ATPlite luminescence, 48 h; cells starved in 0.2% serum; 100% = growth in 10% serum; 330,000 compounds, 0.29% hits; proliferation, % at 10 µM;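 active = compounds whose signal lies at least 3.5 SD above the mean of all wells on their plate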;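 note: 0% = DMSO-treated cells in low-serum medium and 100% = 10% serum control; some compounds called inactive have numbers as strong as hits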
* marks the source's active call; other numbers are inactive results; / = not tested or not shown.

Structure	APJ antag	TIM10 inh	APJ ag	tim23-1 inh	MPTP block	tim10-1 inh	NR3A LBD binder	NALP3 yeast inh	beta cell repl
Cc1c(C(=O)OCC(=O)N(CC(C)C)c2c(N)n(Cc3ccccc3)c(=O)[nH]c2=O)oc2ccccc12	3.3	3.4	-2.7	16.1	-0.1	7.1	3.0	-3.3	-5.0
CC(C)C(=O)N1CCN(c2c(Cl)cccc2[N+](=O)[O-])CC1	3.3	8.0	-2.0	29.5	2.5	27.5	-1.1	16.1	-1.0
CC(c1ccco1)N(C(=O)c1cccc(S(=O)(=O)N(C)C)c1)c1ccccn1 (stereo not given)	-13.1	-10.0	-0.1	12.6	-0.4	4.2	0.5	-7.8	-2.1
CCn1c(SCC(=O)c2ccc(OC)cc2)nnc1C(C)NC(=O)c1ccc(OC)cc1 (stereo not given)	-0.9	-0.1	-1.3	2.7	-2.2	4.0	-0.1	-0.1	0.5
COc1ccc(C2C(C(=O)Nc3ccccn3)=C(C)Nc3ncnn32)c(OC)c1 (stereo not given)	-10.4	9.2	2.4	14.3	1.5	6.6	0.3	14.6	-0.6
CCn1nnnc1Oc1ccc(Cl)cc1	16.3	-4.6	-5.1	-3.3	0.1	3.9	/	4.5	-1.8
CC[N+](C)(CC)CC(=O)OCC1C(C)C=C(C)CC1C (stereo not given)	14.7	7.1	1.8	-4.4	1.5	15.6	0.0	27.3	-3.3
COc1ccc(CNC(=O)C(=O)NCC2OCCN2S(=O)(=O)c2ccc3c(c2)OCCO3)cc1 (stereo not given)	-11.6	-8.6	-1.4	6.7	0.8	-10.3	0.5	5.9	-2.2
CC(C)(Sc1ccc(CCN(CCCCC2CCCCC2)C(=O)NC2CCCCC2)cc1)C(=O)O	14.2	8.2	-2.4	21.5	-3.7	0.6	-0.9	17.9	-8.3
O=C(N/N=C/c1cccnc1)c1ccccc1	-2.1	-9.5	-3.7	12.2	1.0	15.6	-0.5	-7.2	-1.8
CN(Cc1ccccc1)C(=O)Cc1ccccc1	-15.8	6.9	-3.3	-7.4	0.5	-7.3	3.1	20.2	-1.0
CC(=O)NN1CCc2cc3ccc(C)cc3nc21	6.4	5.6	-3.7	-10.0	0.6	-5.0	0.9	-6.1	1.6
O=S(=O)(c1ccccc1)c1cccc(S(=O)(=O)N2CCCCC2)c1	-16.2	13.8	-2.4	31.5	2.2	34.6	2.6	5.9	1.0
Cc1cc(C)nc(SCC(=O)OCN2C(=O)c3ccccc3C2=O)n1	19.5	3.8	-2.2	-0.9	3.8	0.3	1.8	12.9	-0.8
OCC1(Cc2ccccc2)CCN(Cc2ccc(C(F)(F)F)cc2)CC1	-1.8	-51.7	-3.5	1.4	3.2	-47.4	0.8	26.3	-2.9
O=C(Cc1cc(=O)[nH]c(=O)[nH]1)NCC1CCCO1 (stereo not given)	6.4	1.8	0.1	-8.5	-1.5	-2.5	3.1	-2.5	-0.8
COCCN(C(=O)COC(=O)c1cc2c(s1)CCC2)c1c(N)n(Cc2ccccc2)c(=O)[nH]c1=O	13.5	-6.4	0.0	-7.7	1.0	-10.8	-0.6	14.9	-3.0
CC(C)n1c(O)c(N=Nc2ccc(Cl)c(C(=O)O)c2)c2ccccc21	8.8	3.0	-2.0	16.7	4.7	3.3	0.3	-5.6	-0.4
CSc1ncc(S(=O)(=O)c2ccccc2)c(=O)[nH]1	-6.4	1.1	-0.2	7.5	-1.4	-10.2	0.7	4.2	-1.2
O=C1OCCN1C(=O)[C@H]1[C@H](c2ccc(Cl)cc2)C(c2cccc(Cl)c2)=NN1c1ccccc1	-4.1	13.6	6.7	13.6	0.8	26.7	17.0*	-1.1	-7.8
CSc1nc2c(c(-c3ccc(O)cc3)c1C#N)CCC2	13.8	17.6	-3.9	30.7	-0.4	37.6	-7.5	2.2	-3.4
Cc1oc(-c2ccc3ccccc3c2)nc1CN(C)C(C)c1ccncn1 (stereo not given)	7.5	14.1	-2.5	6.7	0.9	13.2	-4.0	8.8	-1.5
COc1ccc(S(=O)(=O)N2CCOCC2)cc1C(=O)NCc1ccccc1CN1CCCC1	2.8	-6.0	-2.9	-0.1	0.3	-4.7	-0.3	16.2	-4.9
COCCn1c(Sc2ccc(C)cc2)nc2c1c(=O)[nH]c(=O)n2C	-4.9	7.8	-1.5	2.1	-0.8	-2.8	-1.4	11.1	-2.1
COc1cc(C(=O)OCC(=O)N(C)Cc2ccccc2)cc(OC)c1OC	17.2	5.0	-0.3	0.3	1.1	-3.2	2.3	2.0	-0.8
O=C(NCCCn1ccnc1)c1noc2c1CCc1ccccc1-2	-56.2	-0.4	1.0	5.9	-0.3	1.3	-1.3	3.2	1.3
Cc1ccccc1NC(=S)NC(C)C(c1cccs1)N1CCOCC1 (stereo not given)	22.7	6.9	2.4	4.4	-0.6	6.3	-0.2	11.5	7.5
O=C(NCCc1ccccc1)c1cnc(Cl)c(Cl)c1	-3.6	-1.4	1.6	-1.6	0.5	10.5	-0.7	22.7	-4.5
CCOC1=NN(c2ncc(C(F)(F)F)cc2Cl)C(=O)C1	8.3	-4.4	-0.4	-2.0	-1.1	-12.1	-1.4	17.5	-0.6
CCNC(=O)CC1C(=O)N(c2ccc(C)cc2)C(=O)N1CCC(C)C (stereo not given)	10.4	18.0	-4.2	2.6	0.2	-11.7	-0.7	11.7	-0.1
COc1ccc(C(=O)/C(=C\c2ccco2)N2C=CC=CC2=C(C#N)C#N)cc1	85.6*	59.5*	-7.9	31.0	-0.3	52.5*	1.4	15.9	-5.6
COc1cc(/C=N/NC(=O)c2cccc(S(=O)(=O)N3CCCC3)c2)ccc1O	15.1	3.8	-0.7	-1.3	-0.1	-0.9	14.8*	-14.5	8.8
O=C(Nc1ccc2c(c1)OCCO2)C1CCN(S(=O)(=O)c2ccccc2)CC1	6.2	3.2	-2.9	9.4	-1.4	30.2	0.5	-3.8	-1.5
CC(C)n1nc(C(=O)Nc2cccc(S(=O)(=O)N3CCCCC3)c2)c2ccccc2c1=O	8.4	7.7	-1.8	14.2	0.9	20.6	0.9	3.2	-0.9
Cc1ccc(/C=N/NC(=O)CNC(=O)c2cccs2)cc1	2.5	4.3	-1.8	1.7	0.4	6.1	-2.0	7.3	0.1
COc1ccc(NC(=O)CCCCCN2C(=O)c3cccc([N+](=O)[O-])c3C2=O)c(OC)c1	-23.5	-4.1	-1.6	11.4	-0.5	10.6	-2.9	8.1	-0.7
O=C(O)C1CC=CCC1C(=O)N1CC=C(c2ccccc2)CC1 (stereo not given)	-16.4	6.1	-1.5	10.4	0.2	17.1	1.3	2.4	-2.5
N#Cc1ccccc1Cn1cc(/C=C/[N+](=O)[O-])c2ccccc21	-14.3	66.7*	2.7	69.1*	-1.4	31.9	-21.1	3.8	0.0
CC/C=C\[C@H](O)[C@H](O)C1=C(C)C(=O)[C@]2(O1)C(=O)N[C@@](OC)(C(=O)c1ccccc1)C2O (stereo not given in full)	-82.5	-0.9	-1.2	4.7	-0.3	-5.1	-2.4	-1.8	0.4
CCOC(=O)c1c(NC(=O)COC(=O)c2c(C)noc2C)sc2c1CCC2	4.4	-4.0	-5.9	-2.3	-0.1	7.6	-0.3	3.2	-2.9
O=C(COc1ccc([N+](=O)[O-])cc1)Nc1cccc(C(=O)Nc2ccccc2C(=O)O)c1	15.6	2.5	-2.1	-4.6	0.2	-6.7	10.6*	13.3	-1.9
CCNC(=S)Nc1c(C)n(C)n(-c2ccccc2)c1=O	0.6	-5.4	-1.0	13.2	0.5	-6.0	-0.8	20.4	-1.8
Cc1ccc(C(C)C)c(OCCNC(=O)c2ccccc2O)c1	3.3	-13.9	3.2	23.7	88.0*	-10.3	0.1	34.0	-4.3
CCOc1ccc(-c2c(C(=O)N/N=C/c3ccc(C)cc3)nnn2-c2nonc2N)cc1	2.0	10.4	5.3	-3.6	3.9	-13.1	7.1	16.8	0.7
CC(C)CNC(=O)NC(=O)COC(=O)c1cc([N+](=O)[O-])ccc1NCc1ccccc1Cl	5.2	9.8	-0.9	-3.8	/	-3.2	/	-2.2	0.5
Cc1[nH]n(-c2ccccc2)c(=O)c1/C=N/NC(=O)c1cccc([N+](=O)[O-])c1	11.4	-19.6	-0.1	-12.2	4.4	-23.1	-1.7	20.5	-5.9
C[C@@H]1CN(C2CCN(Cc3nc(C(c4ccccc4)c4ccccc4)no3)CC2)C[C@H](C)O1	-1.6	-38.2	-2.3	-18.9	-1.3	-16.7	-0.3	12.2	-3.1
NS(=O)(=O)c1ccc(CCn2c(=S)[nH]c3ccccc3c2=O)cc1	3.3	-21.6	-2.9	-4.9	-0.2	-5.7	-0.4	13.0	-3.0
COc1ccc(C(=O)N2CCCC2)cc1S(=O)(=O)N1CCOCC1	6.4	2.8	-3.1	10.5	0.0	1.7	-1.5	-6.7	-2.5
CC1CC(C)CN(CCCNC(=O)c2ccc(N3CCCC3=O)cc2)C1 (stereo not given)	25.8	-7.5	2.0	-8.8	-1.6	-0.8	0.2	1.7	-1.8

Additional compounds.
Structure	APJ antag	TIM10 inh	APJ ag	tim23-1 inh	MPTP block	tim10-1 inh	NR3A LBD binder	NALP3 yeast inh	beta cell repl
Cc1cccc(-n2ncc3c2CCCC3NC(=O)CN2CCOC2=O)c1C (stereo not given)	-11.6	-1.9	1.2	-6.0	-0.9	0.9	1.2	-2.3	1.3
CC(=O)OCC(=O)N1N=C(c2ccc3ccccc3c2)CC1c1ccccc1 (stereo not given)	-8.1	33.2	-4.3	2.4	-0.3	28.7	1.3	3.3	-4.0
Cc1ccc(CNC(=O)COC(=O)Cn2nc(C)c([N+](=O)[O-])c2C)cc1	4.4	-5.6	-2.4	2.8	-0.3	2.8	-1.4	0.3	-2.4
CC(=O)NCCc1nc2cc(NC(=O)c3cccc([N+](=O)[O-])c3)ccc2n1C	9.9	7.8	0.2	-2.4	-0.6	7.3	0.1	15.0	-1.7
CCn1c(SCC(=O)N/N=C/c2cc(OC)c(O)c(OC)c2)nc2ccccc21	-7.0	-0.4	-2.0	1.6	-0.5	11.1	-8.7	-4.2	3.7
CCOC(=O)Cc1csc(NC(=O)c2cccc([N+](=O)[O-])c2)n1	9.8	-28.2	-3.2	10.9	-0.5	-11.8	-0.7	59.3*	-0.9
O=C(NCCc1cccc(F)c1)C1CCC(=O)N(C2CCCCCC2)C1 (stereo not given)	-10.9	6.7	-7.5	10.2	-0.9	-2.6	-1.6	6.4	-0.2
O=C(COc1ccccc1CNCc1ccccc1)Nc1ccccc1	18.6	8.5	-5.6	-13.9	2.3	9.2	-0.2	9.6	-6.0
O=C(O)c1ccc(NCCC2=CCCCC2)c([N+](=O)[O-])c1	24.4	-34.6	-4.1	20.1	-2.5	-16.2	7.2	23.0	-2.8
CCOC(=O)c1nnn(CC(=O)Nc2cc(F)ccc2F)c1C(=O)OCC	4.8	0.7	3.1	15.0	0.2	13.7	-1.3	5.1	-0.4
CC1=NN(c2ccc(C)cc2)C(=O)/C1=C/c1ccc(-c2cc([N+](=O)[O-])ccc2O)o1	46.7*	15.2	-4.9	36.6	101.9*	32.9	-0.3	13.1	-4.0

2 compounds from above, showing only APJ antag, tim23-1 inh and tim10-1 inh:
SMILES,APJ antag,tim23-1 inh,tim10-1 inh
CCOC(=O)c1nnn(CC(=O)Nc2cc(F)ccc2F)c1C(=O)OCC,4.8,15.0,13.7
Cc1ccc(CNC(=O)COC(=O)Cn2nc(C)c([N+](=O)[O-])c2C)cc1,4.4,2.8,2.8
